High-throughput results from PubChem BioAssay.
JMJD2A Tudor inh – qHTS Assay for Inhibitors of JMJD2A-Tudor Domain; Lysine-specific demethylase 4A (Homo sapiens), O75164; AlphaScreen JMJD2A-Tudor / H3K4me3 peptide binding; Potency, µM (titrated, usually from 114 µM), for inactives: top-dose activity change, negative = inhibition, usual class: inhibitors; hit rate 4.4% among 390,000; AID 504339, 2011; note: potency is the fitted concentration of half-maximal effect; % is set by controls: 0 for no effect and ±100 for the full control effect; nearly all actives have a fitted effect of over 50% in size
ERG Ets-DNA blk – qHTS for Small Molecule Inhibitors of the ERG Ets/DNA interaction; Transcriptional regulator ERG (Homo sapiens), P11308; fluorescence polarization, His-ERG Ets domain / labelled DNA; Potency, µM (highest dose often 76.9 µM), without a hit: top-dose FP activity, negative = inhibition, hits mostly inhibitors; hit rate 0.028% among 370,000; AID 624246, 2012; active = well fitted inhibition curve with a large enough effect in the polarisation, with a control signal flat; inconclusive = small, poorly fitted or top-dose-only effect, or effect the other way, or a change in a side signal; inactive = no such curve, though single readings can be large or run the other way; the % refers to the polarisation;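 note: polarization taken with two DNA probes labelled with fluorescein and Texas red; potency is the fitted concentration of half-maximal effect; % of control where 0% means no effect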
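His-tagged ERG Ets domain (1 uM in the protein solution; 300mM KCl, 50mM Tris-HCl, 1mM EDTA, 1mM DTT, pH 7.5) received compound, then a probe mix of 5 nM fluorescein-DNA and 100nM Texas-615-DNA. Fluorescence polarization was read for both dyes.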
BAZ2B inh – qHTS Assay for Inhibitors of BAZ2B | Bromodomain adjacent to zinc finger domain protein 2B (Homo sapiens), Q9UIF8 | AlphaScreen BAZ2B-H3K14Ac peptide displacement | Potency, µM (highest dose often 114 µM), for inactives: at the top dose activity change, negative = inhibition, hits mostly inhibitors | hit rate 4.4% among 360,000; note: potency is the fitted concentration of half-maximal effect; % is set by controls: 0 for no effect and ±100 for the full control effect; nearly all actives have a fitted effect of over 60% in size
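In this displacement format the biotinylated H3(5-23) peptide acetylated at Lys14 serves as ligand at 50 nM, with BAZ2B at 50 nM in PBS pH 7.4 containing 0.01% Tween-20. Donor and acceptor beads are 10 ug/mL final.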
G9a inh – qHTS Assay for Inhibitors of Histone Lysine Methyltransferase G9a | Histone-lysine N-methyltransferase EHMT2 (Homo sapiens), Q96KQ7 | G9a H3K9 monomethylation, AlphaScreen, 2 h | Potency, µM (titrated, usually from 102 µM), inactives show at the highest dose activity, negative = inhibition, actives largely listed as inhibitors | hit rate 8.8% among 350,000; note: potency is the fitted concentration of half-maximal effect; % is set by controls: 0 for no effect and ±100 for the full control effect; nearly all actives have a fitted effect of over 75% in size
Target sequence (Q96KQ7 913-1193 limits assumed): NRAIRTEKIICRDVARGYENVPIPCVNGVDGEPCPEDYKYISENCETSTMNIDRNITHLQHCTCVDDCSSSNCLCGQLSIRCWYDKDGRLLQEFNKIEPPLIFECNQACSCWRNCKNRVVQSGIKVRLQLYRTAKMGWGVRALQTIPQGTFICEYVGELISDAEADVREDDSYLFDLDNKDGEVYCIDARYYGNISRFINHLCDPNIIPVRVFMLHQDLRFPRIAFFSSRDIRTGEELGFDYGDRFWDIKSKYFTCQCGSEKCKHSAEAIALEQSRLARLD
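AlphaScreen read-out: biotin-H3K9 peptide (500 nM) methylation by 20 nM enzyme with 20 uM SAM, 2 h at room temperature after 15 min compound preincubation; anti-monomethyl H3K9 antibody plus donor/acceptor beads, 10 min dark.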
PGK inhibitor – qHTS Assay to Find Inhibitors of Phosphoglycerate Kinase; Phosphoglycerate kinase, glycosomal (Trypanosoma brucei brucei), P07378; PGK/GAPDH coupled, Kinase-Glo luminescence, 60 min; Potency, µM (doses to about 57.5 µM), inactives show at the top dose activity change, negative = inhibition, usual class: inhibitors; hit rate 0.043% among 380,000; note: potency is the fitted concentration of half-maximal effect; % is set by controls: 0 for no effect and ±100 for the full control effect; nearly all actives have a fitted effect of over 60% in size
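Recombinant glycosomal PGK reaction used 1,3-bisphosphoglycerate generated in-well by GAPDH (100nM final) in 100mM TEA pH 7.6, 5mM MgCl2, 0.01% Tween-20. After 60 minutes at room temperature, ATP was read by Kinase-Glo Plus luminescence end-point.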
HP1b chromo inh – HTS for Inhibitors of HP1-beta Chromodomain Interactions with Methylated Histone Tails. Chromobox protein homolog 1 (Homo sapiens), P83916. AlphaScreen HP1-beta / biotin-H3K9me3 peptide binding. Potency, µM (series often up to 114 µM), for the others: top-dose activity change, negative = inhibition, usual class: inhibitors. AID 540317, 2011. hit rate 0.56% among 390,000; note: potency is the fitted concentration of half-maximal effect; nearly all actives have a fitted effect of over 70% in size; inactives centre near 23
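Compound inhibition of the preformed complex between 50 nM HP1-beta and 50 nM biotinylated H3K9me3 peptide was read by AlphaScreen. Buffer was PBS pH 7.4 with 0.01% Tween-20. Incubations ran 30 min at room temperature, with 10 ug/mL donor/acceptor beads.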
GLS inhibitor – qHTS for Inhibitors of Glutaminase (GLS); Glutaminase kidney isoform, mitochondrial (Homo sapiens), O94925; hit rate 0.21% among 410,000; GLS enzymatic activity, qHTS titration; Potency, µM (highest dose often 45.5 µM), inactives show at the highest dose activity change, negative = inhibition, usual class: inhibitors; note: potency is the fitted concentration of half-maximal effect; % is set by controls: 0 for no effect and ±100 for the full control effect
Target sequence (O94925 whole entry, looked up, canonical isoform): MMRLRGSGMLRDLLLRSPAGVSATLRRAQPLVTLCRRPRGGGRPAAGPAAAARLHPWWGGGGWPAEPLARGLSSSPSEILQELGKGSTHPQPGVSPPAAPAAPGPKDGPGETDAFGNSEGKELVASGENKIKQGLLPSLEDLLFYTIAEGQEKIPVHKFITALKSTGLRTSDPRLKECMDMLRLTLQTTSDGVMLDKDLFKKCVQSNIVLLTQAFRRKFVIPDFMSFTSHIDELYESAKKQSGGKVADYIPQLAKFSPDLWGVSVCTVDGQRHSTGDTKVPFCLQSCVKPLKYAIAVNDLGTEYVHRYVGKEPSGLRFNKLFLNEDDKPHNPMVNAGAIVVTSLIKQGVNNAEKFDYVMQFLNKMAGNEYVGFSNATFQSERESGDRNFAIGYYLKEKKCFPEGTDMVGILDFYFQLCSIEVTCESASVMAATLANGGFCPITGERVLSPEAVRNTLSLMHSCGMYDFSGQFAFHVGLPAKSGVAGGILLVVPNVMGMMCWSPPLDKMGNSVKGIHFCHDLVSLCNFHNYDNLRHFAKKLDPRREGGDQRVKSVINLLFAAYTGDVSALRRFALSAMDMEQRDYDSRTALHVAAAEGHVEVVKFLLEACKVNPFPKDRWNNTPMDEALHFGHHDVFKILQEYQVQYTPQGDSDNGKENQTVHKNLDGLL
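hKGA; 45 mM KH2PO4 pH 8.2 + 0.02% Tween-20; cpd via pin tool; 1 mM Gln soln; GluOx/HRP/Amplex Red; RT 30 min; fluor. t0 & final.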
Pin1 inh – qHTS Assay to Find Inhibitors of Pin1 | AID 504891, 2011 | Pin1 FP peptide displacement, HiFluor488, 10 min | Peptidyl-prolyl cis-trans isomerase NIMA-interacting 1 (Homo sapiens), Q13526 | hit rate 0.009% among 390,000 | Potency, µM (titrated, usually from 115 µM), for inactives: at the top dose activity, negative = inhibition, usual class: inhibitors; active = well fitted inhibition curve with a large enough effect in the polarisation, with a control signal flat, not every such curve was filed as active; inconclusive = small, poorly fitted or top-dose-only effect, or effect the other way, or a change in a side signal; inactive = no such curve, though single readings can be large or run the other way; the % refers to the polarisation; note: potency is the fitted concentration of half-maximal effect; % is set by controls: 0 for no effect and ±100 for the full control effect
PI4K2A inh – qHTS for small molecular inhibitors of PI4K2A | Phosphatidylinositol 4-kinase type 2-alpha (Homo sapiens), Q9BTU6 | purified PI4K2A, ADP-Glo luminescence, 1 h; stronger effect = lower value | activity change, negative = inhibition, % at 76.9 µM | hit rate 0.13% among 420,000 | AID 1346378, 2018; in the data active = activity change below about -50%; inconclusive = mostly about -30% to -49%;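 note: -100% = wells without enzyme as full effect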
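In this quantitative HTS, ADP production by PI4K2A was quantified luminescently after 1 h at ambient temperature; 100 microM adenosine served as plate-quality control.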
Numbers without * were called inactive; i = inactive; ? = inconclusive; . = no result given; & = joins results of further samples; ! = not active in a repeat; [ ] = another dose, or the depositor's remark. Unless noted, calls come from the whole dose curve; as a rule, active = well fitted curve in the direction sought with a large enough effect; inconclusive = small, poorly fitted or top-dose-only effect, or another doubt; inactive = no such curve, though single readings can be large; an effect the other way counts as inactive or inconclusive. The list is partial; count on the stated rates, not on these rows.

SMILES	JMJD2A Tudor inh	ERG Ets-DNA blk	BAZ2B inh	G9a inh	PGK inhibitor	HP1b chromo inh	GLS inhibitor	Pin1 inh	PI4K2A inh
O=C1CN(C(=O)CN2CCCCC2)C(c2ccccc2)c2cc(Br)ccc2N1 (stereo not drawn)	5%[57.1 µM]	-2%	-3%	1%[12.7 µM]	2%	?	17%	-6%	-1
N#CC(c1ccccc1)N1CCOCC1 (stereo not drawn)	-4%	0%	-6%	11%	-3%	30%	-2%	-3%	-7
Cc1nn(Cc2ccccc2Cl)c(C)c1C(=O)OCC(=O)N1CC(C)OC(C)C1 (stereo not drawn)	-12%	?	-3%	3%	0%	29%	-3%	-1%	3
C/C(=N\NC(=O)c1ccncc1)c1c(O)n(Cc2ccccc2)c(=O)[nH]c1=O	-11%	6%	-16%	43%[59 µM]	-4%	40%[activator]	-4%	14%	-6
CN1C(=O)NC(=O)C2(CCCC2)C1=O	-3%	1%	.	.	7%	22%[57 µM]	2%	3%	3
C=CCn1c(O)c(/C=C2/C=CC=N2)c(=O)[nH]c1=O	-19%	42%[activator]	1%	6%[59 µM]	-2%	17%	0%	7%	-11
Cc1ccc(-n2cc(CNC(C)Cc3cnccn3)c(-c3cccc(C)c3)n2)cc1 (stereo not drawn)	-12%	4%	-10%	.	-4%	9%	-8%	-11%	2
CCCCCNc1c(C(=O)OCC)c(=O)[nH]c2ccccc12	56µM*	0%	9%	2%[59 µM]	-1%	-14%	1%	-3%	1
CCN1C(=O)c2c(C)nc3ccccc3c2C1=O	-33%	-4%	?	-9%[59 µM]	-6%	1%	0%	-3%	-2
O=c1c2ccccc2nc(-c2ccccc2)n1-c1ccccn1	1%	-4%	7%	1%[0.501 µM]	-2%	33%	-3%	-5%	5
CN(C)CCSCc1nnc2n1-c1ccc(Cl)cc1C(c1ccccc1Cl)=NC2	7%	1%	.	.	22%	35%[activator]	5%	6%	1
O=C(C[N+]12CCC(CC1)C(C(O)(c1ccccc1)c1ccccc1)C2)c1ccc(Br)cc1 (stereo not drawn)	-14%	3%	-33%	?	-6%	32%	-4%	-2%	-3
COc1ccc(C(=O)O/N=C(/C(N)=O)P(=O)(OC(C)C)OC(C)C)cc1	0%	4%	5%	.	i	55%[activator]	0%	0%	8
Cc1ccc(C(=O)C2(C)N(O)C(C)C(c3cccs3)=[N+]2[O-])cc1 (stereo not drawn)	9%	.	12%	12%[59 µM]	-8%	5%	?	0%	-2
COc1ccc(OCC(=O)N2CCN(Cc3nc4cc([N+](=O)[O-])ccc4n3C)CC2)cc1	-29%	4%	-12%	19%[59 µM]	-4%	-6%	1%	1%	0
C[C@H](NC(=O)N1C[C@H]2C[C@@H](C1)c1cccc(=O)n1C2)C(=O)Nc1ccccc1F	-3%	-11%	1%	-8%[12.7 µM]	-11%	-8%	-3%	1%	-3
Cc1ccc(-n2nc3c(=O)n(CC(=O)Nc4ccccc4F)nc(C)c3c2C)c(C)c1	-15%	7%	-2%	-5%[59 µM]	.	40%[activator]	0%	1%	-3
CC1([N+](=O)[O-])COP(=O)(Nc2cccc(Br)c2)OC1 (stereo not drawn)	-5%	.	.	.	i	24%	0%	-10%	-5
N=c1sccn1Cc1ccc(Cl)cc1Cl	-11%	-6%	1%	10%[59 µM]	-7%	31%	-5%	5%	1
Cc1cc(-n2c(/C=C/c3ccc(Br)s3)nc3ccccc3c2=O)ccc1Br	-30%	4%	-30%	-7%[59 µM]	-10%	13%	1%	-6%	1
Cc1cccc(-n2c(/C=C/c3cn(C)c4ccccc34)nc3ccccc3c2=O)c1	-33%	0%	-2%	12%[59 µM]	i	24%	-3%	?	-15
CCOP(=O)(C#CC(C)(C)C)C(C)(O)c1ccccc1 (stereo not drawn)	5%	-8%	1%	-4%	-4%	27%	-1%	-14%	13
CCCN(CC#CCOc1ccc(OC)cc1)CCC	6.3µM*	-1%	56µM*	8.9µM*	-8%	-47%	18%	-5%	8
O=c1c2ccccc2nc(SCC2CCCCO2)n1-c1ccccc1 (stereo not drawn)	-1%	-3%	6%	-14%[59 µM]	-1%	37%	-3%	15%	1
CP(=O)(Nc1ccc(Cl)cc1)c1nc2c(s1)CCCC2 (stereo not drawn)	-14%	13%	-19%	40µM*	-7%	33%	-21%	-6%	-5

Three of these compounds in a different format.
Structure: CC1([N+](=O)[O-])COP(=O)(Nc2cccc(Br)c2)OC1 (stereo not drawn)
  JMJD2A Tudor inh = -5%
  ERG Ets-DNA blk = .
  BAZ2B inh = .
  G9a inh = .
  PGK inhibitor = i
  HP1b chromo inh = 24%
  GLS inhibitor = 0%
  Pin1 inh = -10%
  PI4K2A inh = -5

Structure: CN1C(=O)NC(=O)C2(CCCC2)C1=O
  JMJD2A Tudor inh = -3%
  ERG Ets-DNA blk = 1%
  BAZ2B inh = .
  G9a inh = .
  PGK inhibitor = 7%
  HP1b chromo inh = 22%[57 µM]
  GLS inhibitor = 2%
  Pin1 inh = 3%
  PI4K2A inh = 3

Structure: O=C1CN(C(=O)CN2CCCCC2)C(c2ccccc2)c2cc(Br)ccc2N1 (stereo not drawn)
  JMJD2A Tudor inh = 5%[57.1 µM]
  ERG Ets-DNA blk = -2%
  BAZ2B inh = -3%
  G9a inh = 1%[12.7 µM]
  PGK inhibitor = 2%
  HP1b chromo inh = ?
  GLS inhibitor = 17%
  Pin1 inh = -6%
  PI4K2A inh = -1

The listing continues:
SMILES	JMJD2A Tudor inh	ERG Ets-DNA blk	BAZ2B inh	G9a inh	PGK inhibitor	HP1b chromo inh	GLS inhibitor	Pin1 inh	PI4K2A inh
Cc1nc2ccccc2c(=O)n1-c1ccncc1	-15%[11.4 µM]	0%	-4%	.	-3%	15%	-3%	6%	11
COC(=O)c1ccccc1NC(=O)c1cccn(Cc2cccc(Cl)c2)c1=O	-3%	2%	7%	25%[59 µM]	3%	25%[57 µM]	2%	4%	-3
COc1ccc(-c2cc(C(=O)N3CCC4(CC3)OCCO4)c3ccccc3n2)cc1	-6%	-5%	-6%	-4%[0.0925 µM]	5%	45%[activator]	4%	4%	1
CC1CCC(C(C)C)C(OC(=O)Cn2c(COc3ccccc3)[n+](C)c3ccccc32)C1 (stereo not drawn)	-24%	0%	-8%	.	5%	-3%	?	5%	4
CCCN(CCC)C1CCc2cccc(O)c2C1 (stereo not drawn)	-19%	-8%	.	24µM*!	-1%	23%	41%[activator]	-7%	0&-4
COc1ccccc1-n1c(/C=C/c2ccc(O)cc2)nc2ccccc2c1=O	-16%	-2%	-3%[57.1 µM]	.	5%	34%	3%	39%[activator]	6
O=C1CN=C(c2ccc(Br)cc2)c2oc3ccccc3c2N1	3%	-2%	-4%	-27%[12.7 µM]	8%	34%	24%	13%	13
COP(=O)(OC)C(O)C(Cl)(Cl)Cl (stereo not drawn)	.	.	9%	-15%	.	.	-16%	.	-1
COc1ccc(C(O)P(=O)(OCC(C)C)c2ccc(N(C)C)cc2)c(OC)c1 (stereo not drawn)	-16%	1%	-17%	?	2%	18%	20%	4%	-2
O=C(c1cccs1)N1C2CCC1CC(O)(c1cccnc1)C2 (stereo not drawn)	-2%[11.4 µM]	-5%	-24%	?	i	-3%	-22%	6%	-2
CCn1ncc(-c2ccnc3cc(C(=O)O)nn23)c1C	25µM*	-4%	32µM*	?	?	15%	3.2µM*	?	-2
C[N+]1(CC(=O)OCCCc2ccccc2)CCCCC1	?	0%	-6%	-6%	-9%	13%	3%	1%	1
c1ccc(OCC2CO2)cc1 (stereo not drawn)	-19%	-16%	-2%	-5%[0.501 µM]	-1%	14%	0%	1%	-1
O=[N+]([O-])c1ccc2c(c1)Cc1cc(O)ccc1-2	-28%	-9%	.	.	2%	4%	17%	2%	-4
O=[N+]([O-])c1[nH]cnc1Br	-5%	-4%	.	.	0%	43%[activator]	2%	-1%	-1
O=c1cccc2n1C[C@H]1C[C@@H]2CN2CCCC[C@@H]12	4%	-24%	-17%	4%[59 µM]	-6%	29%	-2%	-4%	5

3 entries out of the list, sorted by molecular weight, lowest first.
SMILES	JMJD2A Tudor inh	ERG Ets-DNA blk	BAZ2B inh	G9a inh	PGK inhibitor	HP1b chromo inh	GLS inhibitor	Pin1 inh	PI4K2A inh
O=[N+]([O-])c1[nH]cnc1Br	-5%	-4%	.	.	0%	43%[activator]	2%	-1%	-1
Cc1nc2ccccc2c(=O)n1-c1ccncc1	-15%[11.4 µM]	0%	-4%	.	-3%	15%	-3%	6%	11
COc1ccc(C(O)P(=O)(OCC(C)C)c2ccc(N(C)C)cc2)c(OC)c1 (stereo not drawn)	-16%	1%	-17%	?	2%	18%	20%	4%	-2
